Bioassay records as filed in PubChem.
XBP1 UPR activ: activators of adaptive arm of unfolded protein response (XBP1) | 330,000 compounds, 0.33% hits | CHO-XBP1 luciferase reporter, IRE1-XBP1 UPR activation, luminescence; percent of tunicamycin response, DMSO as zero | activation, % at 20 µM;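 active = versus positive control, 20 µM dose yields 30% or more activation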;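 also: 100% = tunicamycin at 10 µg/mL and 0% = DMSO only wells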
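Material: CHO-XBP1 cells stably carrying IRE1-XBP1-driven luciferase reporter / Amount: 1000 cells per well / Compound: 20 µM, 1% DMSO / Times: 6 h treatment, 37 °C / Detection: luciferase luminescence / Measure: % activation of reporter signal versus tunicamycin and DMSO controls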
CXCR6 inh: blocks human CXCR6 beta-arrestin recruitment | O00574 | CHO-K1 PathHunter CXCR6 beta-arrestin, luminescence | inhibition, % at 20 µM | 360,000 compounds, 0.36% hits | AID 602244; in the data active = inhibition above about 34%, passing the limit was not always enough;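 also: antagonist mode with CXCL16 agonist at 10 nM final; 0% = 10 nM CXCL16 with DMSO and 100% = unstimulated wells without agonist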
Target sequence (O00574 whole entry, looked up): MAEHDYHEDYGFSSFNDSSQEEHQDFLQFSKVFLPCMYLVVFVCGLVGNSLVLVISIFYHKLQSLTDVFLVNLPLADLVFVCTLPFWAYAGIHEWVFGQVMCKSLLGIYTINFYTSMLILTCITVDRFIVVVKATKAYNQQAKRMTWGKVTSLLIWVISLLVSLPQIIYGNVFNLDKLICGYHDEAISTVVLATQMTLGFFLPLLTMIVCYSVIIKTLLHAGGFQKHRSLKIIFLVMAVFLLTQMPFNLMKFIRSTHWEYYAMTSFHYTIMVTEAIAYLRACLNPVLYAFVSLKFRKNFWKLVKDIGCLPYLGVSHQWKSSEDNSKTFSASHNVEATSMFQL
CHOP UPR activ: activators of apoptotic arm of unfolded protein response (CHOP) | activation, % at 10 µM | 330,000 compounds, 0.34% hits | AID 449763 | CHO-CHOP luciferase reporter, UPR activation, luminescence; percent of tunicamycin response over DMSO baseline;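 active = at 10 µM dose, activation of 40% or more, normalized to positive control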;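 also: 100% = tunicamycin at 10 µg/mL and 0% = DMSO alone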
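Dosing – one dose, 10 µM in 0.5% DMSO · System – CHO-CHOP cells, stable luciferase reporter of PERK-eIF2a-CHOP signalling · Input – 500 cells/well · Control set – tunicamycin 10 µg/mL final as positive, DMSO-only wells as negative · Timing – 6 h compound treatment, 37 °C · Measure – % activation vs tunicamycin · Technique – luminescence read with Steady-Glo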
CCR6 antagonist: blocks CCL20-driven beta-arrestin recruitment at human CCR6; P51684; CHO-K1 CCR6 PathHunter beta-arrestin, luminescence, CCL20-stimulated; inhibition, % at 20 µM; 340,000 compounds, 0.49% hits;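 active = compounds whose inhibition of the agonist-driven luminescence signal at 20 µM reaches about 50%, limit read from the data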;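 also: cells stimulated with CCL20 at 14 nM final; plate controls were DMSO with CCL20 for no effect and DMSO without agonist for full effect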
Mdm2-MdmX inh: inhibitors of human Mdm2/MdmX interaction; SaOS-2 split-luciferase Mdm2/MdmX complementation, luminescence; inhibition, % at 8 µM; 330,000 compounds, 3% hits;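 active = inhibition of at least 50% at 8 µM in the primary screen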
APJ agonist: activates the human apelin receptor APJ. AID 2520. P35414. 330,000 compounds, 0.11% hits. activation, % at 20 µM. CHO-K1 APJ PathHunter beta-arrestin, luminescence; 0% DMSO wells, 100% apelin;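 active = activation more than six SD over the plate average, tested at 20 µM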;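 also: 0% = DMSO alone and 100% = apelin-13 at 10 nM; some results filed as inactive read as strong as hits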
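system = engineered CHO-K1 APJ arrestin reporter cells | input = 1000 cells per well | timing = overnight seeding, 90 min compound at 25 °C, 1 h detection | measured by = enzyme-fragment complementation luminescence | read-out = beta-arrestin recruitment to APJ as agonist activity, luminescent signal | control set = negative DMSO alone, positive Apelin-13 at 10 nM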
EBI2 antag: EBI2 (human) antagonism | EBI2 beta-arrestin recruitment, luminescence, 7a,25-OHC stimulated | inhibition, % at 5 µM | 360,000 compounds, 0.81% hits | AID 651636; in the data active = inhibition above about 38%;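 also: enzyme fragment complementation signal reports receptor beta-arrestin coupling in cells; 0% = agonist plus DMSO wells and 100% = wells without agonist; some results beyond the cut were filed as inactive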
Target sequence (P32249 whole entry, looked up, the tested form may be a part): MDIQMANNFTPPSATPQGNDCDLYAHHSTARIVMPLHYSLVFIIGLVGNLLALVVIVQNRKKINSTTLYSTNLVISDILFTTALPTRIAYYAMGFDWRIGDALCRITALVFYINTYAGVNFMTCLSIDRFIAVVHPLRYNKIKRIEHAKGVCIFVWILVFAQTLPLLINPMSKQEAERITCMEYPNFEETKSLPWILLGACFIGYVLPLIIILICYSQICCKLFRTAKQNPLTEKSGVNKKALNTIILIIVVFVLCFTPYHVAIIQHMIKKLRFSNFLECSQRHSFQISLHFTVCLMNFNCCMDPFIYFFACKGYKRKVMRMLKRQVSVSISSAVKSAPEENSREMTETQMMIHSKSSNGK
tim23-1 inh: growth inhibitors of tim23-1 mutant yeast; AID 463212; 330,000 compounds, 1.3% hits; inhibition, % at 20 µM; S. cerevisiae tim23-1 growth, BacTiter-Glo luminescence, 24 h;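 active = growth inhibition of the mutant yeast at or above 50%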;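 also: temperature-sensitive mutant grown at 25 °C; plate controls were DMSO-treated mutant yeast for no effect and medium wells lacking yeast for full effect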
APJ antag: APJ receptor antagonism | P35414 | CHO-K1 APJ beta-arrestin complementation, luminescence | inhibition, % at 20 µM | 330,000 compounds, 0.32% hits;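 active = inhibition above about 40% at 20 µM, limit read from the data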;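 also: cells challenged with 10 nM apelin-13 agonist together with compound; plate controls were apelin-13 plus DMSO wells for no effect and DMSO wells lacking apelin-13 for full effect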
Numbers without * were called inactive; / = not tested or not shown. An excerpt; the hit share may differ from the screen's.

SMILES | XBP1 UPR activ | CXCR6 inh | CHOP UPR activ | CCR6 antagonist | Mdm2-MdmX inh | APJ agonist | EBI2 antag | tim23-1 inh | APJ antag
FC(F)(F)c1ccc2nnc(-c3c(Cl)cccc3Cl)n2c1 | -1 | 2 | -0.5 | 3 | 3 | 4 | 4 | 8 | 4
COc1cc(C(=O)OC(C)CN2CCN(C)CC2)cc(OC)c1OC (stereo not given) | -2 | 4 | -0.5 | -16 | 16 | -3 | 3 | 8 | 10
c1ccc(OCCn2cnc3ccccc32)cc1 | 1 | -4 | -0.6 | 0 | 8 | 1 | 2 | 15 | 14
Cc1cccc(NC(=O)Cn2c(O)c(N=NC(=O)c3ccccc3O)c3ccccc32)c1 | 0 | 25 | 5.3 | 36 | 6 | -3 | -5 | 9 | 36
Cc1cc(C(=O)COC(=O)C2=COCCO2)c(C)n1-c1ccc2c(c1)OCO2 | 0 | 4 | 3.6 | 11 | -76 | 0 | -6 | 27 | 7
Oc1ccc(-c2nccc(-c3ccccn3)n2)cc1 | 0 | 8 | 5.7 | 2 | -107 | -3 | 2 | 30 | 7
COc1cc(C(=O)Nc2nc(-c3ccc(Cl)cc3)c(C)s2)ccc1OCC(=O)Nc1ccc(F)cc1 | 99* | -9 | 127* | -7 | 78* | 0 | -4 | -7 | -28
CS(=O)(=O)N1N=C(c2cccs2)CC1c1ccc(F)cc1 (stereo not given) | 1 | 4 | 2.1 | 18 | -1 | -4 | -18 | 24 | 15
Cc1nc(SCC(=O)Nc2cc(C)on2)c2c3c(sc2n1)CCCC3 | 4 | 10 | -0.9 | 30 | 17 | -2 | 12 | -11 | -4
COCCCNC(=O)/C(C#N)=C/c1c(N2CCN(C)CC2)nc2c(C)cccn2c1=O | 0 | -6 | 0.7 | 6 | 35 | -3 | -12 | -10 | -8
O=C(CN1CCN(Cc2ccccc2Cl)CC1)N/N=C/c1ccccn1 | 1 | -3 | -1.3 | 3 | 7 | -1 | -1 | 9 | 21
Cc1ccc(S(=O)(=O)CCC(=O)NCc2ccc(Cl)cc2)cc1 | -1 | 4 | 0.0 | 13 | -11 | -4 | -4 | -4 | -10
COc1cc(NC(=O)c2ccccc2OCc2ccccc2)cc(OC)c1OC | 2 | 9 | -1.3 | 22 | 35 | 1 | 8 | 30 | 3
CN1C(=O)N(c2nnc(C(C)(C)C)s2)C(=O)C1c1ccccc1 (stereo not given) | -1 | 0 | 0.7 | 2 | 27 | -2 | -11 | 7 | 16
O=C(Nc1ccccc1Cc1ccccc1)c1ccc2c(c1)SC1=NS(=O)(=O)CCN12 | -2 | 5 | -2.0 | 17 | 20 | -1 | 9 | 7 | 0
Cc1cccc(NC(=O)c2ccc([N+](=O)[O-])s2)c1C | 2 | -42 | -0.6 | 15 | 23 | 4 | -14 | 16 | -10
COC(=O)c1nnn(-c2ccsc2C(=O)OC)c1C(=O)OC | -2 | 3 | 0.7 | -7 | -8 | -2 | -1 | 15 | -23
COC(=O)c1ccccc1OCCCCN1CC(C)OC(C)C1 (stereo not given) | -1 | 7 | -1.6 | 19 | -14 | 1 | -25 | 1 | -4
COc1ccc(OCC(=O)Nc2ccc3c(c2)nc(CCN2CCCCC2)n3C)cc1 | -3 | 3 | 0.2 | 4 | 17 | -1 | 1 | 13 | -15
CC1CCCN(CC(=O)Nc2ccc(S(=O)(=O)N3CCCCCC3)cc2)C1 (stereo not given) | -1 | 2 | 0.3 | 24 | 1 | 5 | 0 | 19 | 12
COCCN(C(=O)COC(=O)/C=C/c1ccc2c(c1)OCO2)c1c(N)n(Cc2ccccc2)c(=O)[nH]c1=O | 0 | -4 | 0.4 | 0 | 1 | -3 | -6 | 2 | 5
COc1ccc(-c2[nH]ncc2N=Nc2ccccc2)cc1 | 2 | 3 | 1.9 | 9 | 66* | -5 | 16 | 42 | 0
Cc1ccc([N+](=O)[O-])cc1NC(=O)CN(C)CCOc1ccccc1 | 4 | -7 | -0.8 | 13 | -6 | 0 | 18 | 19 | 9
O=C(CSc1nnc(CNC(=O)c2cccs2)o1)Nc1ccc(F)cc1F | -6 | -4 | -0.3 | 15 | 0 | 1 | 0 | 5 | 8
CCN(CC)C(=O)Oc1cc(=O)n(C)c2ccccc12 | 3 | -2 | 1.6 | -2 | -4 | 6 | -9 | 26 | -18
CCCCNC(=O)CSc1nc2ccsc2c(=O)n1CCCC(=O)NCCc1ccc(S(N)(=O)=O)cc1 | 4 | 10 | -1.3 | 12 | -20 | -1 | -14 | 0 | 4
CCc1ccc(-c2cc(C)no2)cc1S(=O)(=O)N1CCC(C)CC1 | -3 | -2 | -1.5 | 23 | 24 | -4 | 6 | 37 | 20
C[C@@H](CN=[N+]=[N-])CN1CC[C@H](O)CCC1=O | 1 | -5 | 1.2 | 11 | 18 | -3 | 0 | -12 | 5
COC(=O)c1cc(C)[nH]c2c(C)cc3nc4ccccc4c3c12 | 4 | -2 | 0.9 | -13 | 26 | 2 | 2 | 59* | -24
COc1cc(/C=N/NC(=O)c2cccnc2)ccc1OC(=O)c1ccc([N+](=O)[O-])cc1 | 4 | -18 | 1.2 | 1 | -11 | 5 | -1 | 3 | -35
S=C(NC1CCCCC1)N1CCc2ccccc2C1 | -2 | 3 | 0.0 | 18 | -2 | -3 | 3 | 38 | -2
CSc1ccc(CN(C)C(=O)c2cc(=O)c3ccccc3o2)cc1 | -1 | -2 | -1.6 | 19 | 21 | -3 | 78* | 22 | 14
COCc1c(C(=O)Nc2cccc(S(=O)(=O)N3CCCCC3)c2)oc2ccccc12 | -1 | 5 | 0.1 | 12 | 22 | -1 | 10 | 31 | 1
COc1ccccc1CNC(=O)CCS(=O)(=O)c1ccc(Cl)cc1 | 1 | -5 | -0.8 | 11 | -1 | -5 | 4 | 17 | 3
O=C(NCC(c1cccs1)N1CCOCC1)c1cccc([N+](=O)[O-])c1 (stereo not given) | -2 | 3 | -0.3 | 17 | 22 | 3 | -6 | 6 | 0
COc1cc(OC)c2c(-c3cccc(-c4sccc4C(C)=O)c3)cc(=O)oc2c1 | 30 | 7 | 0.1 | 15 | 72* | / | 19 | 19 | /
Cc1cc(F)ccc1NCC(=O)Nc1ccc(Br)cc1C | 0 | -6 | 0.1 | 1 | -2 | 1 | -1 | 34 | -5
C#Cc1ccc(C(=O)NCc2ccc(N3CCCC3=O)cc2)cc1 | 0 | 0 | -0.9 | 18 | 6 | -3 | 29 | -23 | 5
Cc1c(Cl)cccc1N1C(=O)c2ccccc2C1=O | -2 | -7 | 2.2 | 11 | 13 | 0 | -3 | -3 | -2
COc1ccc(-c2nn(CC(=O)N(C)C)c(=O)c3ccccc23)cc1 | 1 | 6 | -2.0 | 12 | 24 | -2 | -3 | 18 | 5

Laid out differently: entries from further up
Below each SMILES – XBP1 UPR activ | CXCR6 inh | CHOP UPR activ | CCR6 antagonist | Mdm2-MdmX inh | APJ agonist | EBI2 antag | tim23-1 inh | APJ antag
> COc1cc(/C=N/NC(=O)c2cccnc2)ccc1OC(=O)c1ccc([N+](=O)[O-])cc1
→ 4 | -18 | 1.2 | 1 | -11 | 5 | -1 | 3 | -35
> S=C(NC1CCCCC1)N1CCc2ccccc2C1
→ -2 | 3 | 0.0 | 18 | -2 | -3 | 3 | 38 | -2
> CSc1ccc(CN(C)C(=O)c2cc(=O)c3ccccc3o2)cc1
→ -1 | -2 | -1.6 | 19 | 21 | -3 | 78* | 22 | 14
> COCc1c(C(=O)Nc2cccc(S(=O)(=O)N3CCCCC3)c2)oc2ccccc12
→ -1 | 5 | 0.1 | 12 | 22 | -1 | 10 | 31 | 1
> COc1ccccc1CNC(=O)CCS(=O)(=O)c1ccc(Cl)cc1
→ 1 | -5 | -0.8 | 11 | -1 | -5 | 4 | 17 | 3
> O=C(NCC(c1cccs1)N1CCOCC1)c1cccc([N+](=O)[O-])c1 (stereo not given)
→ -2 | 3 | -0.3 | 17 | 22 | 3 | -6 | 6 | 0
> COc1cc(OC)c2c(-c3cccc(-c4sccc4C(C)=O)c3)cc(=O)oc2c1
→ 30 | 7 | 0.1 | 15 | 72* | / | 19 | 19 | /
> Cc1cc(F)ccc1NCC(=O)Nc1ccc(Br)cc1C
→ 0 | -6 | 0.1 | 1 | -2 | 1 | -1 | 34 | -5
> C#Cc1ccc(C(=O)NCc2ccc(N3CCCC3=O)cc2)cc1
→ 0 | 0 | -0.9 | 18 | 6 | -3 | 29 | -23 | 5
> Cc1c(Cl)cccc1N1C(=O)c2ccccc2C1=O
→ -2 | -7 | 2.2 | 11 | 13 | 0 | -3 | -3 | -2
> COc1ccc(-c2nn(CC(=O)N(C)C)c(=O)c3ccccc23)cc1
→ 1 | 6 | -2.0 | 12 | 24 | -2 | -3 | 18 | 5

(list continues)
SMILES | XBP1 UPR activ | CXCR6 inh | CHOP UPR activ | CCR6 antagonist | Mdm2-MdmX inh | APJ agonist | EBI2 antag | tim23-1 inh | APJ antag
CSc1nnc(-c2ccncc2)n1/N=C/c1cn(-c2ccccc2)nc1-c1ccc(Cl)cc1 | 8 | 12 | 1.4 | 2 | 33 | -1 | 13 | 6 | 3
CCN(CC(=O)NC(C)C)C(=O)C(CCSC)NC(=O)c1ccccc1OC (stereo not given) | 0 | -1 | -1.4 | 11 | 17 | 1 | 12 | 7 | 0
COc1cccc(C(C(=O)NC2CCCCC2)N(C(=O)CNC(=O)c2ccco2)c2cccnc2)c1 (stereo not given) | 2 | -3 | 1.8 | -9 | -19 | 0 | -2 | 4 | 14
CCCC(=O)Nc1ccc(Nc2ccccc2)cc1 | 0 | 5 | 0.3 | 7 | -22 | 2 | -1 | 34 | -12
O=C(CN(C(=O)c1csnn1)c1cccc(Cl)c1)NC1CCCC1 | 2 | 12 | -2.1 | 13 | 8 | -3 | -1 | 5 | 2
Cc1oc2c(cc(NS(=O)(=O)c3ccc(Cl)cc3)c3ccccc32)c1C(=O)O | -3 | -12 | -1.6 | -19 | 4 | 19 | -18 | -4 | -57
COc1ccccc1NC(=O)CSc1nc2ccccc2c(=O)n1C | -1 | -6 | 2.7 | 16 | 26 | -2 | 10 | 12 | 1
COc1cccc(C(=O)Nc2cc(C)on2)c1OC | 1 | 2 | 2.4 | 3 | -2 | 1 | -3 | 9 | 5
